CHRM1 antagonist: human CHRM1 antagonism; P11229; CHO-K1 hM1, Fluo-8 calcium fluorescence, ACh EC80 antagonist; inhibition, % at 3 µM; 360,000 compounds, 1.3% hits; AID 588852;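 active = percent inhibition above its own plate's cutoff, namely the mean of that plate's compound wells plus 3 SD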;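 note: peak over basal fluorescence ratio during 140 s after agonist addition; 0% = ACh EC80 plus DMSO and 100% = DMSO alone without agonist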
M4 ag: agonists of human muscarinic M4 receptor (CHRM4); P08173; CHO-K1 hM4/Gqi5, Fluo-8 calcium fluorescence; vehicle 0%, full acetylcholine response 100%; activation, % at 3 µM; 360,000 compounds, 0.14% hits; AID 624127;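 active = activation above the run mean over all test wells plus 3 SD, cut at about 32% in these data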;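 note: peak over basal fluorescence ratio per well then scaled between controls; 0% = DMSO wells and 100% = acetylcholine at EC100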
Target sequence (P08173 whole entry, looked up): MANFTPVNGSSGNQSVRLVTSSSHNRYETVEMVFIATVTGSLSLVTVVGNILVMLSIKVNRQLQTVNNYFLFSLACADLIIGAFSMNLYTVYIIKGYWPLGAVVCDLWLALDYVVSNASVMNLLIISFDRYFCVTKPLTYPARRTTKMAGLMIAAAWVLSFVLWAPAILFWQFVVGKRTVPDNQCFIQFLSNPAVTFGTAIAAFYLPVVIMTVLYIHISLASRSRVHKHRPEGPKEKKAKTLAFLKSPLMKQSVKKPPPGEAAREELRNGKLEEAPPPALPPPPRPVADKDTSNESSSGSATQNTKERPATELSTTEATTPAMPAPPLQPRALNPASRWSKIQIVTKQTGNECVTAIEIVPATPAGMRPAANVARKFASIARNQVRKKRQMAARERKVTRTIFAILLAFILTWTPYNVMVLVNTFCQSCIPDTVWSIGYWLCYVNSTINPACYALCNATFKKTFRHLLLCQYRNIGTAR
CHRM4 antagonist: CHRM4 antagonism in calcium assay | P08173 | CHO-hM4 cells, ACh EC80, Fluo-8 calcium fluorescence | inhibition, % at 3 µM | 360,000 compounds, 0.73% hits;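 active = inhibition above its plate's cutoff, the mean inhibition of sample wells plus 3 SD, cut at about 27% in these data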;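 note: 0% = acetylcholine EC80 with DMSO and 100% = DMSO without agonist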
CHRM1 agonist: activates human CHRM1 receptor | P11229 | CHO-K1 hM1, Fluo-8 calcium fluorescence, agonist mode; 0% DMSO, 100% acetylcholine EC100 | activation, % at 3 µM | 360,000 compounds, 0.33% hits | AID 588814;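 active = activation above the run's mean compound activation plus 3 SD, cut at about 16% in these data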;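 note: peak over basal fluorescence ratio within a 140 s kinetic read after compound addition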
CHO-K1 Ca antag: counter-screen for M1 antagonists: effect in parental CHO-K1 cells. ATP-induced calcium, Fluo-8 fluorescence. inhibition, % at 3 µM. 360,000 compounds, 0.6% hits. AID 602250;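 active = inhibition above a per-plate cutoff, the plate's mean sample inhibition plus 3 SD, cut at about 24% in these data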;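 note: 0% = DMSO plus EC80 ATP and 100% = DMSO alone without ATP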
M1 PAM: human CHRM1 positive allosteric modulation. AID 588819. P11229. 360,000 compounds, 0.088% hits. CHO-K1 hM1, Fluo-8 calcium fluorescence, ACh EC20; 0% = ACh EC20, 100% = maximal ACh. activation, % at 3 µM; in the data active = activation above about 19%, passing the limit was not always enough
OXTR potentiator: potentiates the human oxytocin receptor response; P30559; CHO-OTR cells, Fluo-8 calcium fluorescence, potentiator mode; 0% = oxytocin EC15, 100% = EC100; activation, % at 3 µM; 320,000 compounds, 0.061% hits; AID 2445;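 active = activation above that plate's cutoff, the mean activation of tested compounds plus 3 SD, cut at about 6.6% in these data, passing the limit was not always enough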;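 note: 100% uses oxytocin at 75 nM as the full agonist control; some results filed as inactive read as strong as hits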
Target sequence (P30559 whole entry, looked up): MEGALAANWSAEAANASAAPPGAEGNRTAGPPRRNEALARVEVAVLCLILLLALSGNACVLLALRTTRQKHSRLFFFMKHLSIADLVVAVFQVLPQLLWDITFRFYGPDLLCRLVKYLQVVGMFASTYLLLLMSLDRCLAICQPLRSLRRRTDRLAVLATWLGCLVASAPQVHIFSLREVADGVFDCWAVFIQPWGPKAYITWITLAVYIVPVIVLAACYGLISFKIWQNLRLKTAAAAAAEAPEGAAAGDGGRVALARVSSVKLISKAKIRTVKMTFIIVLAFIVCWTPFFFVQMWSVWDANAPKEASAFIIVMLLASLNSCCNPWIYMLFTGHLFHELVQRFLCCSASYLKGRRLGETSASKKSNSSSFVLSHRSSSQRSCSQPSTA
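Material: human OTR in CHO cells. Compound: 3.0 µM, one dose. Timing: compound 6 min at room temperature before oxytocin, 100 s read. Evaluation: % activation of max/min ratio relative to oxytocin controls. Replication: single well per compound, singlicate. Signal: Fluo-8 calcium dye fluorescence.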
M1 ag parental: counter-screen for M1 agonists: effect in parental CHO-K1 cells; activation, % at 3 µM; 360,000 compounds, 0.48% hits; Fluo-8 calcium fluorescence; scaled to maximal ATP response, vehicle zero; in the data active = activation above about 15%;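 note: untransfected CHO-K1 host cells lacking M1 receptor as counterscreen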
CHO parental Ca: counter-screen for OX1R antagonists: effect in parental CHO cells | parental CHO-K1, ATP-induced calcium, Fluo-8 fluorescence | inhibition, % at 5.6 µM | 330,000 compounds, 0.63% hits | AID 463079;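 active = inhibition above that plate's mean sample inhibition plus 3 SD, cut at about 26% in these data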;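 note: 0% = ATP-challenged DMSO wells and 100% = DMSO wells without ATP; some compounds past the cut are filed as inactive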
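Test system: parental CHO cells; detection: calcium-sensitive Fluo-8 fluorescence; evaluation: percent inhibition of calcium signal; also added: ATP as calcium-mobilizing challenge; repeats: one well per compound; control set: ATP-challenged DMSO wells low, unchallenged DMSO wells high; compound: single nominal dose of 5.6 µM per compound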
* = called active by the depositor; / = not tested or not shown.

entry	mol	CHRM1 antagonist	M4 ag	CHRM4 antagonist	CHRM1 agonist	CHO-K1 Ca antag	M1 PAM	OXTR potentiator	M1 ag parental	CHO parental Ca
1	O=C(COC(=O)/C=C/c1ccco1)Nc1ncc(Cl)cc1Cl	-2	4	2	-8	-3	3	3	2.1	-9
2	COc1cccc(C2C(C(=O)Nc3ccc(C)cc3C)=C(C)Nc3ncnn32)c1OC (stereo unspecified)	-1	1	-1	-2	2	3	0	-0.1	-1
3	O=C(CNC(=S)N(Cc1ccccc1)Cc1ccccc1F)NCCc1ccccc1	14	10	-5	-5	1	-7	-6	4.7	4
4	CCOc1ccc(Cn2nnc(-c3ccc(S(C)(=O)=O)cc3)n2)cc1OCC	14	0	6	-2	2	-8	-6	0.7	-8
5	CCOc1ccc(Cl)cc1CNCCCSc1ncccn1	-7	2	5	-4	10	2	-5	19*	-11
6	CCN1C(=O)C(=O)N(CC(=O)N(C)CC(=O)Nc2ccccc2C(F)(F)F)C1=O	-8	2	-7	-2	-15	8	0	0.8	-11
7	C=CCNC(=O)c1ccc(N(Cc2ccccc2)S(C)(=O)=O)cc1	-3	1	-11	0	-10	16	2	0.9	-10
8	CC(C)C(c1nnnn1CCc1ccccc1)N1CCSCC1 (stereo unspecified)	-5	0	4	-4	2	11	9	-0.1	-22
9	CCOCCCNC(=O)C(c1ccc(Cl)cc1)N(Cc1cccs1)C(=O)CNC(C)=O (stereo unspecified)	-16	0	4	-2	-12	16	-3	0.3	-5
10	O=C(Nc1nnc(SCCC2OCCO2)s1)C1CC(=O)N(c2ccccc2)C1 (stereo unspecified)	-6	3	-8	-4	-14	8	0	1.8	-19
11	Cc1ccc(NC(=O)N2CCN(c3ncccc3C(F)(F)F)CC2)cc1	-6	3	-10	-2	-11	2	-6	2.1	-22
12	COC(=O)Cc1c(O)ccn(Cc2ccc(OC)c(OC)c2)c1=O	-6	2	-7	-4	-1	11	-9	-0.1	-3
13	C=CCn1c(-c2cccc(OC)c2)n[nH]c1=S	5	1	1	-5	-3	0	-5	3.6	-2
14	COCC(C)n1c(C)cc(C(=O)CSc2nnnn2-c2ccc(O)cc2)c1C (stereo unspecified)	3	3	1	-6	-7	-5	-4	1.4	-21
15	Cc1[nH]c2ccccc2c1N=Nc1ccc(F)cc1	-2	1	-16	-5	12	1	-14	-0.1	-6
16	CC(CCc1ccccc1)NC(=O)/C=C/c1ccccc1 (stereo unspecified)	-16	-1	-5	-7	-14	4	-4	0.0	-33
17	O=C(O)COCC(=O)NC1CCN(Cc2ccccc2)CC1	-11	0	13	-3	4	10	0	-0.3	-6
18	O=C(Nc1nccs1)c1ccc(Cl)c(S(=O)(=O)N2CCCCC2)c1	4	8	-10	1	8	-4	-15	2.7	-24
19	CC(=O)Nc1ccc(NC(=O)CCc2c(C)noc2C)cc1	4	2	-6	-2	10	2	/	2.5	/
20	Cc1cc(NC(=O)CSc2nnc(-c3ccc(S(=O)(=O)N4CCCC4)cc3)n2C)no1	16	1	0	-11	-18	-9	-3	0.4	-7

For reference, 2 of the compounds above.
entry	mol	CHRM1 antagonist	M4 ag	CHRM4 antagonist	CHRM1 agonist	CHO-K1 Ca antag	M1 PAM	OXTR potentiator	M1 ag parental	CHO parental Ca
11	Cc1ccc(NC(=O)N2CCN(c3ncccc3C(F)(F)F)CC2)cc1	-6	3	-10	-2	-11	2	-6	2.1	-22
12	COC(=O)Cc1c(O)ccn(Cc2ccc(OC)c(OC)c2)c1=O	-6	2	-7	-4	-1	11	-9	-0.1	-3

The list goes on:
entry	mol	CHRM1 antagonist	M4 ag	CHRM4 antagonist	CHRM1 agonist	CHO-K1 Ca antag	M1 PAM	OXTR potentiator	M1 ag parental	CHO parental Ca
21	COC(=O)c1ccccc1NC(=O)CSc1nnnn1-c1ccc(C)cc1C	-28	1	6	-2	2	5	-15	0.3	0
22	Nc1ccc2nc(CCCO)[nH]c2c1	-12	1	4	-3	-11	13	-8	-0.2	-12
23	CCOc1ccc(/C=C/C(=O)Oc2ccccc2)cc1	-23	0	-9	-5	-5	15	-11	0.1	5
24	COc1ccc(CNC(=O)C2CCCN2C)cc1OC (stereo unspecified)	11	1	0	-2	0	-3	-1	0.3	5
25	Cc1c(NC(=O)c2cc(-n3cnnc3)ccc2Cl)cccc1-c1nc2ccccc2s1	6	14	4	-9	-17	-9	-10	4.3	-23
26	C=CCNC(=O)C(=O)NCC1CCCN1S(=O)(=O)c1cccs1 (stereo unspecified)	-8	1	-3	-4	5	5	-8	1.1	-11
27	Cc1c(Cc2ccccc2)sc(NC(=O)/C=C/c2cccc3ccccc23)c1C(N)=O	4	1	-7	-7	-8	6	-4	0.4	-5
28	CCOC(=O)Cc1csc2nc3sc(C)c(C)c3c(=O)n12	-12	1	0	-4	-15	9	-4	0.2	-21
29	COCCCNC(=O)Cn1cnc(C(=O)Nc2ccc(C)c(C)c2)n1	-11	1	3	-1	1	10	/	4.0	-4
30	Cc1noc(C)c1S(=O)(=O)Nc1ccc(C(C)C)cc1	33	0	11	-5	-10	-22	-6	1.9	3
31	CC(C)NC(=O)N(C)C[C@H]1Oc2c(NC(=O)C3CC3)cccc2C(=O)N([C@H](C)CO)C[C@@H]1C	-4	1	-10	-5	-12	9	-3	0.2	6
32	C=CCNC(=O)CC(=O)N/N=C/c1cccc(C)c1	-7	0	11	-4	17	8	-9	-0.6	-5
33	CCc1ccc(/C=C/C(=O)c2ccc(S(=O)(=O)N(C)C)cc2)cc1	-15	2	11	-4	-8	12	-9	1.1	-10
34	O=C(CSc1ncc(-c2ccccc2)[nH]1)Nc1ccccc1	11	2	3	-3	-14	-4	0	0.9	-4
35	COCCCNC(=O)C1CC(=O)N(C2CCCC2)C1 (stereo unspecified)	3	-1	-1	-4	1	0	-3	0.1	-5
36	Cc1cc(C)c(NC(=O)CN(C)CC(=O)Nc2cccc(S(=O)(=O)N(C)c3ccccc3)c2)c(C)c1	36*	23	23	-1	-9	-14	-7	8.8	1
37	Cc1cc([N+](=O)[O-])cc(/C=N/n2c(C)nc3ccccc3c2=O)c1O	0	3	5	0	0	-1	-2	0.9	-6
38	Cn1cccc1C(=O)C(=O)Nc1cccc(Cl)c1Cl	-3	1	8	-2	-12	1	-10	0.4	-6
39	Cc1ccc(C)c(NC(=O)COC(=O)CC2c3ccccc3CCN2S(=O)(=O)c2ccc(F)cc2)c1 (stereo unspecified)	-4	1	4	-7	-2	5	-7	0.0	1
40	Cc1ccc[n+](CC(=O)Nc2ccc(Cl)c([N+](=O)[O-])c2)c1	-10	1	-5	-8	-10	9	-21	1.4	5
41	Nc1ncc(CN2CCCC(C(=O)Nc3ccc(-c4ccco4)cc3)C2)cn1 (stereo unspecified)	-5	1	3	-3	12	9	-1	-0.1	-18
42	CC(=O)CC1c2ccccc2C=C(c2ccsc2)N1c1ccc(-c2cccs2)cc1 (stereo unspecified)	/	3	17	/	-19	/	/	1.9	/
43	COc1ccc(OCCC(=O)OCC(=O)NCc2ccccc2)cc1	-6	0	2	-7	-13	5	-3	-0.1	3
44	CCCc1nnc(NC(=O)CCC(=O)NCc2ccccc2Cl)s1	-10	2	-5	-1	-9	8	1	2.0	-10
45	Cc1noc(C)c1S(=O)(=O)NCc1cccc(Cl)c1	-12	0	-5	-1	9	15	-1	-0.1	-9
46	COc1cc(C)ccc1OCCOCCOc1cc(C)c(C)cc1Br	4	0	-6	-4	-13	-3	-1	0.7	-26
47	COC(=O)c1ccc(CSc2nc3ccc(Cl)cc3[nH]2)o1	-20	5	-4	5	13	11	-15	0.4	-14
48	Cn1cc(SCC(=O)Nc2nc3ccccc3s2)c2ccccc21	24	3	11	-3	-3	-10	-6	0.4	-14
49	COc1ccc(COC(=O)CNC(=O)C2CCCCC2)cc1F	7	2	-16	-2	-7	0	9	-0.2	-5
50	O=S(=O)(c1ccc(SCCOc2ccccc2Cl)nc1)N1CCCC1	-8	1	0	-4	-23	3	-7	1.2	-12
51	CCOC(=O)CSc1nc2sc(C)c(C)c2c(=O)n1N	-12	2	0	-7	-5	9	-1	0.1	-5
52	CC(C)N(CCNC(=O)c1nn(Cc2ccccc2)c(=O)c2ccccc12)C(C)C	-10	1	-4	-6	-2	6	-5	0.1	-10
53	Cc1ccc(C)c(S(=O)(=O)N2CCCOC2CNC(=O)C(=O)NCCCN2CCOCC2)c1 (stereo unspecified)	-19	1	0	-3	0	16	-4	-0.6	-16
54	COc1ccccc1C(C#N)N1N=C(C)CC1c1ccccc1 (stereo unspecified)	-16	1	-2	-3	-6	14	-6	0.0	-3
55	Fc1ccccc1-c1nnc2n1N=C(c1ccc(OC(F)F)c(OCC3CC3)c1)CS2	-11	3	0	-2	-5	16	-7	-0.3	-8
56	CCC1CCCCN1S(=O)(=O)c1ccc(NC(=O)c2nc(S(C)(=O)=O)ncc2Cl)cc1 (stereo unspecified)	28	11	59*	-5	13	-6	-7	1.6	55*
57	CCCN1C(=O)S/C(=C/c2ccc(N3CCOCC3)o2)C1=O	7	3	31*	18*	3	-4	-4	8.3	-7
58	Cc1cc(C)c(C(=O)COC(=O)C2CCN(c3ccc(C(F)(F)F)cn3)CC2)c(C)c1	-6	1	-11	-1	-14	3	-6	-0.2	-19
59	CCN(CC(=O)Nc1c(F)cccc1F)C(=O)C1CCC1	3	1	-7	-1	0	6	-5	1.4	-1
60	CC1=NN(Cc2ccccc2)C(=O)/C1=C/c1ccc(N(C)C)cc1	-8	0	-5	-3	-19	-8	-6	-1.0	-9
61	Cc1cc2oc(=O)cc(-c3ccccc3)c2c(C)c1-c1ccc(CO)cc1	-5	19	-35	-6	-12	1	/	0.6	-16
